Anthrax LF inh2: anthrax lethal factor protease inhibition. P15917. multiplex microsphere protease cleavage assay, LF. inhibition, % at 10 µM. hit rate 0.12% among 360,000; further: plate controls were buffer without enzyme for full effect and enzyme alone for no effect
PfHsp40 yeast: compounds rescuing yeast from Plasmodium falciparum HSP40 toxicity. hit rate 0.68% among 340,000. growth rescue, % at 12.5 µM. S. cerevisiae expressing PfHsp40, growth rescue, ATP luminescence; in the data active means growth rescue above about 28%, passing the limit was not always enough; inconclusive means no clear call, values can overlap the other calls;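 further: yeast W303a lacking pdr1 and pdr3 grown in galactose medium; growth measured after three days at 30 °C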
BoNT F protease: BoNT F light chain protease inhibition; Multiplex microsphere protease cleavage assay, flow cytometry; inhibition, % at 10 µM; hit rate 0.22% among 360,000; in the data active means inhibition above about 35%, passing the limit was not always enough; inconclusive means no clear call, values can overlap the other calls; further: plate controls were buffer without enzyme for full effect and enzyme alone for no effect
BoNT-A LC inh2: inhibitors of Botulinum neurotoxin A light chain protease | multiplex microsphere protease substrate cleavage, flow cytometry | inhibition, % at 10 µM | hit rate 0.17% among 360,000; further: plate controls were buffer without enzyme for full effect and enzyme alone for no effect
FadD28 FP inh: inhibitors of Mycobacterium tuberculosis FadD28 bisubstrate binding. inhibition, % at 12.5 µM. hit rate 0.22% among 360,000. FadD28 bisubstrate probe binding, fluorescence polarization; in the data active means inhibition above about 8.5%, passing the limit was not always enough; inconclusive means no clear call, values can overlap the other calls
Y pestis TopoI: Y. pestis Topo-I inhibition via cleavage products | Y. pestis Topo-I cleavage product accumulation, plate reader | activity, % at 10 µM | hit rate 0.064% among 360,000; in the data active means activity above about 50%, passing the limit was not always enough; inconclusive means no clear call, values can overlap the other calls; further: inactives centre near 2
CCHFV vOTU inh: blocks the CCHF virus ovarian tumor domain protease. CCHFV vOTU protease, Pep-AMC fluorescence. inhibition, % at 11.5 µM. hit rate 0.55% among 370,000. AID 651958; in the data active means inhibition above about 30%; further: 0% = vehicle wells with enzyme and 100% = no enzyme wells
TcdB GH inh: TcdB glycohydrolase inhibition; P18177; TcdB glycohydrolase enzymatic assay, plate reader; AID 652162; inhibition, % at 9.99 µM; hit rate 0.24% among 350,000; in the data active means inhibition above about 10%
PrPC TRFRET: cell surface PrPC inhibition, primary TR-FRET screen. TR-FRET read-out. inhibition, % at 13.8 µM. hit rate 0.43% among 370,000. P04156; in the data active means inhibition above about 24%; further: 0% = median of the test wells and 100% = reference compound wells
Starred values were filed as active, the others as inactive; ? = inconclusive; . = not tested or not shown. Unless noted, no stated cut-off is given here; in the data, active means inhibition above about 30%; inconclusive means no clear call, values can overlap the other calls; inactive means below that.

SMILES	Anthrax LF inh2	PfHsp40 yeast	BoNT F protease	BoNT-A LC inh2	FadD28 FP inh	Y pestis TopoI	CCHFV vOTU inh	TcdB GH inh	PrPC TRFRET
CC(=O)Nc1ccc(NC(=O)c2cccc3c2-c2ccccc2C3=O)cc1	-2.7	0.3	7.9	-0.1	-4.4	-13.3	1.7	0.4	-2.0
CCOC(=O)CNc1nc(Cl)c(C#N)s1	1.2	1.1	-5.3	-1.4	-0.9	-2.7	4.1	-1.1	2.5
O=S(=O)(NC1=NCCCCC1)c1cccs1	-4.3	-0.6	0.1	-1.2	0.5	-5.2	-8.7	-0.3	0.0
O=C(CCN1C(=O)c2ccccc2C1=O)NCc1ccc(Cl)cc1	-0.2	0.0	9.0	-1.3	0.3	2.8	-5.5	1.0	-1.0
CCOc1ccccc1NC(=O)NC1(C(=O)N2CCN3CCCC3C2)CCCCC1 (stereo not given)	-4.2	-0.4	-16.3	0.4	0.7	1.0	0.4	.	0.1
COc1ccc(N(CC(=O)NC2CCCC2)C(=O)Cn2nnc(-c3ccc(C)cc3)n2)cc1OC	-3.8	-1.6	-1.8	-0.1	-1.6	1.1	6.8	.	2.1
COCCn1c(-c2ccccc2)nc(=S)c2c1CC(C)(C)OC2	-1.8	1.7	0.7	-0.1	-4.0	4.3	13.4	.	3.2
CC(=O)c1cc(CN2CCC(C(=O)Nc3ccc(-n4nc(C)cc4C)cc3)CC2)cs1	-2.9	0.0	0.0	-4.9	-2.4	2.1	-0.1	0.5	-8.2
CC(=O)O[C@@H]1C[C@H](c2ccccc2)OC(=O)CCCCC1=O	-3.6	.	-10.8	0.3	.	.	0.6	-0.2	-8.4
CCN1CCN(C(=O)/C=C/c2cccc(Cl)c2)CC1	1.4	-0.7	-8.6	1.1	-1.4	9.9	-1.2	-0.2	-0.1
CNc1ccccc1C(=O)OCC(=O)Nc1ccc2c(c1)OCO2	-2.8	0.2	2.7	1.7	-3.2	4.1	-55.5	0.6	1.5
O=C(NCCCCNC(=O)c1ccccn1)c1ccccn1	-4.3	-1.1	0.1	0.1	-2.3	0.0	16.3	0.2	7.5

Gathered by group: those above with four or more nitrogen atoms
SMILES	Anthrax LF inh2	PfHsp40 yeast	BoNT F protease	BoNT-A LC inh2	FadD28 FP inh	Y pestis TopoI	CCHFV vOTU inh	TcdB GH inh	PrPC TRFRET
CCOc1ccccc1NC(=O)NC1(C(=O)N2CCN3CCCC3C2)CCCCC1 (stereo not given)	-4.2	-0.4	-16.3	0.4	0.7	1.0	0.4	.	0.1
COc1ccc(N(CC(=O)NC2CCCC2)C(=O)Cn2nnc(-c3ccc(C)cc3)n2)cc1OC	-3.8	-1.6	-1.8	-0.1	-1.6	1.1	6.8	.	2.1
CC(=O)c1cc(CN2CCC(C(=O)Nc3ccc(-n4nc(C)cc4C)cc3)CC2)cs1	-2.9	0.0	0.0	-4.9	-2.4	2.1	-0.1	0.5	-8.2
O=C(NCCCCNC(=O)c1ccccn1)c1ccccn1	-4.3	-1.1	0.1	0.1	-2.3	0.0	16.3	0.2	7.5

More entries
SMILES	Anthrax LF inh2	PfHsp40 yeast	BoNT F protease	BoNT-A LC inh2	FadD28 FP inh	Y pestis TopoI	CCHFV vOTU inh	TcdB GH inh	PrPC TRFRET
CCOc1ccc(N(C(C)C(=O)N2CCCC2)S(C)(=O)=O)cc1 (stereo not given)	1.9	-1.4	?	1.2	-1.8	2.5	-19.9	1.2	-7.7
CC(=O)Nc1ccc(NC(=O)c2ccc(-c3ccnn3C)c3ccoc23)cc1	-7.0	.	-7.1	-0.4	-1.9	7.3	1.9	0.8	-14.3
CC(=O)c1ccccc1NS(=O)(=O)c1cccc2nsnc12	8.6	0.8	30.6	-0.8	-0.1	0.4	-5.2	0.9	3.0
CCCCC(=O)NC(=S)Nc1ccccc1N1CCCCC1	-0.2	-0.8	7.3	0.4	-0.2	2.4	27.9	.	8.6
Cc1ccc(OC(=O)c2c(C)nn(-c3ccccc3)c2C)cc1	-12.0	-0.8	?	-1.5	-1.0	32.8	-6.3	0.0	5.0
O=C(NCc1cccnc1)C1CCCN(S(=O)(=O)c2cccc3nsnc23)C1 (stereo not given)	1.7	-0.6	5.1	0.3	-1.5	-0.7	12.8	2.1	-29.7
c1ccc(-c2cc(N3CCOCC3)nc(-c3ccccc3)n2)cc1	-8.0	0.2	1.0	0.8	-1.4	8.2	-10.3	.	2.3
COc1ccc(OC)c(C(=O)COC(=O)C(CCSC)NC(=O)COc2ccccc2)c1 (stereo not given)	-6.3	-0.2	0.8	-0.8	-0.1	27.6	0.3	0.8	-6.5
COc1ccc(-c2cn[nH]c2-c2ccc(OCc3ccccc3)cc2O)cc1OC	-1.0	2.7	1.7	-1.9	-2.5	-8.2	-1.8	-4.0	13.1
COc1ccc2[nH]c(C(=O)N/N=C/c3ccc(OC)c(O)c3)cc2c1	2.9	-0.7	-7.6	-2.0	-2.3	-15.1	15.2	2.1	-9.7
CC1(c2ccc(Cl)cc2)NC(=O)N(CC(=O)Nc2cccnc2Cl)C1=O (stereo not given)	-2.7	-0.7	7.0	6.4	-1.5	-0.7	-6.3	2.0	-0.3
COc1cc(NC(=O)c2cccs2)c(C(=O)OCC(=O)NC(C)c2ccccc2)cc1OC (stereo not given)	-1.9	1.4	-6.3	0.0	-1.7	18.3	8.0	.	-7.2
O=C1c2ccccc2C(=O)N1CC#CCN1CCN(C2CCCCC2)CC1	-0.9	-1.2	10.1	2.8	-2.1	-2.0	4.4	.	1.4
O=c1c(Cc2ccc(F)cc2)c(O)ccn1CCCn1ccnc1	2.9	-1.6	-0.4	-0.1	-2.3	-9.8	-6.0	0.6	0.3
Cc1nc2ccc(NC(=O)c3cnc(Cl)c(Cl)c3)cc2s1	4.7	0.9	8.9	-2.1	-4.3	9.6	17.8	-0.5	3.8
O=C(c1c(Cl)nc2sccn12)N1CCCc2ccccc21	-2.5	1.1	-0.7	0.0	-3.6	1.2	-4.2	.	4.6
O=C(Nc1nc2ccc3ccccc3c2s1)c1ccc(N2CCCCC2)c([N+](=O)[O-])c1	-0.9	-0.7	-6.1	-1.6	1.0	-3.5	2.4	-0.1	0.5
C=C(C)C(=O)Oc1ccc(N2C(=O)[C@@H]3C4C=CC(C4)[C@@H]3C2=O)cc1	-1.7	-0.5	10.1	0.4	-2.6	6.8	10.9	1.7	3.9
COc1ccccc1NC(=O)C(C)OC(=O)CCNS(=O)(=O)c1cccc(C(F)(F)F)c1 (stereo not given)	-1.5	0.3	-12.7	-0.1	-3.4	6.2	-2.5	0.8	2.4
O=C(COc1ccccc1)Nc1cc(Cl)ccc1Cl	-10.0	-2.0	-17.7	-4.7	-1.9	-1.9	11.0	1.1	-5.5
O=C(COC(=O)Cc1cccc(C(F)(F)F)c1)Nc1cccc2ccccc12	-0.7	1.1	-0.1	-0.1	-3.5	19.4	2.2	.	1.6
Cc1ccc(-c2csc(NC(=O)C[n+]3cc(-c4ccc(C)cc4)n4c3CCC4)n2)cc1	-8.8	-0.9	?	?	-2.2	27.3	-2.1	5.1	3.7
Cc1ccccc1C(=O)Nc1nnc(-c2ccncc2)o1	-8.3	1.2	1.7	-0.7	0.6	2.6	-5.5	1.9	-9.0
CCCCNc1ccc(C(CC(N)=O)NC(=O)c2cc(C)cc(C)c2)cc1[N+](=O)[O-] (stereo not given)	-8.4	-1.9	9.9	-0.1	-0.4	-0.2	-7.5	2.2	-4.4
CCOc1cc(C=O)ccc1OCc1cc(=O)n2cc(C)ccc2n1	-0.8	1.4	-4.7	-0.5	-0.2	4.3	3.0	-0.2	-1.4
Cc1ccc(NC(=O)CN(C)C(=O)c2cccc(S(=O)(=O)N3CCc4ccccc43)c2)cc1	-5.3	0.9	2.7	0.7	-2.3	3.8	-5.5	0.9	-1.5
CCCC1CCc2c(sc(N)c2C(N)=O)C1 (stereo not given)	-2.1	-1.1	-7.0	1.3	-0.8	-7.1	12.9	.	-1.5
Cc1cc(C)cc(NC(=S)N2CCC(NC(=O)c3ccc(F)cc3)CC2)c1	-2.7	0.0	2.6	1.6	.	10.8	1.2	0.1	-3.4
O=C(NN=C1CCCCCC1)c1cc(-c2ccccc2)nc2ccccc12	-4.5	-0.6	-14.2	0.5	-3.2	4.2	8.0	.	0.3
O=C(CCS(=O)(=O)c1ccc(F)cc1)Nc1nnc(-c2ccc(F)cc2)o1	-3.0	-0.1	-0.1	-1.2	-1.9	-2.3	-14.2	2.1	0.3
Cn1cc(CN2CCCC(C(=O)Nc3ccc(-c4cccc(F)c4)cc3)C2)cn1 (stereo not given)	.	2.0	.	.	-5.0	-4.4	4.4	1.1	-9.2
CCCC(=O)Nc1cc(-c2nn(C)c(=O)c3ccccc23)ccc1OC	?	0.6	5.6	?	-2.2	4.6	-11.8	.	-0.2
O=C(CCl)N(c1ccccc1)C1CCCCC1	1.2	0.4	-7.7	0.1	0.2	12.4	10.2	0.6	-7.9
COc1cc2nc(CN3CCC(C(O)(c4ccccc4)c4ccccc4)CC3)[nH]c(=O)c2cc1OC	-4.9	0.5	-7.1	-0.1	0.2	-2.2	-1.3	1.4	10.3
COc1ccc(-c2cc3ccc(OCC(N)=O)cc3oc2=O)cc1OC	-0.5	6.1	6.2	1.5	1.3	4.9	-11.6	-0.2	-24.7
COc1ccc(C2CC(c3ccc(OC)cc3)n3nc(NS(C)(=O)=O)nc3N2)cc1 (stereo not given)	-1.3	-0.3	-3.1	0.3	0.7	-13.0	8.9	0.4	-8.3
Cc1cc(C)nc(SCNC(=O)c2ccc(F)cc2)n1	-2.4	-1.0	-1.6	0.7	-0.4	0.5	18.7	1.2	-0.2
CCOC(=O)c1ccccc1-c1csc(NS(=O)(=O)c2ccc(Cl)cc2)n1	-0.8	-0.7	3.0	-0.1	1.5	7.5	15.3	.	0.0
CCC(NC(=S)Nc1ccccc1)C(=O)O (stereo not given)	-0.8	0.5	1.3	-0.1	-1.8	-2.0	-7.5	.	-0.7
Cc1cc(C(=O)OCC(=O)N(CC(C)C)c2c(N)n(Cc3ccccc3)c(=O)[nH]c2=O)c2ccccc2n1	0.3	-0.1	-4.7	-2.0	-5.7	14.7	2.1	0.9	2.9
O=C(Cc1ccc(Br)cc1)OCC(=O)N1CCc2ccccc2C1	-4.4	0.7	-5.6	-1.0	-2.4	36.0	16.9	.	3.0
Cc1ccc(C(=O)c2nc(C(=O)NCCO)nc3ccccc23)cc1	2.8	-1.4	3.4	-0.1	-2.2	-0.1	-8.0	1.6	-9.0
CCOC(=O)C1=C(CS(=O)(=O)c2ccccc2)NC(=O)NC1c1cc(OC)c(O)c(OC)c1 (stereo not given)	-1.7	-0.9	-0.6	1.3	-2.3	8.4	14.0	0.1	5.9
CC(CN1CCCC1)OC(=O)c1ccc(Cl)cc1 (stereo not given)	1.9	-0.9	-6.8	-1.2	0.3	-0.8	4.9	0.6	2.5
O=C(CSc1ccccn1)Nc1ccc(F)c([N+](=O)[O-])c1	-4.5	-1.2	-3.8	0.8	-1.5	-1.4	-4.4	1.7	-22.5
Cn1c(SCC(=O)Nc2ccc(N3CCOCC3)cc2)nnc1-c1ccco1	10.0	0.1	-2.5	1.0	-2.4	3.1	2.5	0.5	6.5
COC(=O)c1sc(NC(=O)/C=C/c2ccc(C)cc2)nc1C	0.4	-1.3	2.0	-0.6	-3.0	-6.1	4.4	.	-0.3
COc1ccc(C(CCNCc2ccc(F)cc2)c2ccc(F)cc2)cc1 (stereo not given)	-3.8	0.3	-14.2	0.4	-5.2	8.2	12.0	2.0	-4.8
O=C(c1ccc(Br)cc1)N(Cc1nc2ccccc2c(=O)[nH]1)C1CCCC1	-0.2	0.2	-3.3	-0.3	0.4	17.2	-2.9	1.5	13.5
c1ccc(C2NCCc3ccccc32)cc1 (stereo not given)	1.3	0.0	-6.1	-0.8	-2.1	4.7	-2.0	-0.6	-3.4
CCN(CC)C(=O)Cn1c(=O)n(-c2ccccc2)c(=O)c2sccc21	-3.7	-0.2	-1.6	-0.1	-0.2	3.2	7.4	-2.1	5.0
NC(=O)c1cccc(-c2csc(C(O)c3ccccc3)n2)c1 (stereo not given)	-1.8	.	-0.4	0.1	-5.0	-0.9	4.9	-0.5	6.4

Source: PubChem (several laboratories)
